Source: PubChem BioAssay
PL biosyn Enam: blocks phospholipid synthesis in CHO cells, Enamine compounds; 20,000 tested, 0.4% active; calls only at 10 µM; ZR-82 CHO cells, pyrene fatty acid UV survival, CellTiter Blue; peroxisome-deficient CHO-K1 mutant line; plus DGAT-1, DGAT-2 and ACAT inhibitors; AID 1347385;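 active = cell survival signal 2 SD away from solvent-only control wells, confirmed on one or two retests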;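 also: 3 h compound exposure then viability read about one day after UV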
Calls only. Not all compounds are listed; rates above refer to the full screens.

`COC(=O)CCN` gave PL biosyn Enam inactive.
O=[N+]([O-])c1cccnc1Oc1ccc2ccncc2c1 was read as PL biosyn Enam inactive.
Screening CCOC(=O)c1cc(C(O)(C(F)(F)F)C(F)(F)F)c(N)o1 returned PL biosyn Enam inactive.
Screening Fc1ccc(C2C=C(c3ccccc3)Nc3nc(C(F)(F)F)nn32)cc1F (stereo not drawn) returned PL biosyn Enam inactive.
`NC(=O)c1c(NC(=O)CN2CCN(C(=O)C3CCCO3)CC2)sc2c1CCC2` (stereo not drawn) gave PL biosyn Enam inactive.
For O=[N+]([O-])c1cc2c(cc1I)OCCO2 the results were PL biosyn Enam inactive.
For CC1(C)C2CC=C(/C=N/N3C(=O)NC4(CCCCC4)C3=O)C1C2 (stereo not drawn) the results were PL biosyn Enam inactive.
COc1ccc(-c2noc(CSc3nnc(C4CC4)n3C3CC3)n2)cc1OC was read as PL biosyn Enam inactive.
CCOC(=O)c1c(C(C)C)csc1N=Cc1c(O)n(C)c(=O)n(C)c1=O was read as PL biosyn Enam inactive.
CC(C)(C)c1nnc2sc(SCCSc3ccc(Cl)cc3)nn2c1=O was read as PL biosyn Enam inactive.
Nc1ccc(NS(=O)(=O)c2ccc(F)c(F)c2)cc1 was read as PL biosyn Enam inactive.
`O=C1NC(c2ccc(C(F)(F)F)cc2)C(C(=O)c2ccccc2)C(O)(C(F)(F)F)N1` (stereo not drawn) gave PL biosyn Enam inactive.
`Cc1ccc(C2=NN3C(C2)c2ccccc2OC3c2ccc(-c3ccccc3)cc2)cc1` (stereo not drawn) gave PL biosyn Enam inactive.
`CCn1c(O)c(C2=c3cc([N+](=O)[O-])ccc3=NC2=O)sc1=S` gave PL biosyn Enam inactive.
`COC1(OC)C2(Cl)C3C(=O)C4C5(C)C(=O)C3C1(Cl)C5(Cl)C42Cl` (stereo not drawn) gave PL biosyn Enam inactive.
Screening CC1CCc2c(sc3ncnc(SCc4cc(=O)n5cc(Br)ccc5n4)c23)C1 (stereo not drawn) returned PL biosyn Enam inactive.
Screening O=S(=O)(c1ccc(N2CCCC2)c(NC(=S)NCC2CCCO2)c1)N1CCOCC1 (stereo not drawn) returned PL biosyn Enam inactive.
CC1=C/C(=N\NC(=S)NC2CCCCC2)CC(C)(C)C1 was read as PL biosyn Enam inactive.
c1ccc2[nH]c(SCc3nc4ccccc4o3)nc2c1 was read as PL biosyn Enam inactive.
Screening C[n+]1ccn(Cc2cc(=O)oc3cc(Br)ccc23)c1 returned PL biosyn Enam inactive.
For Cc1ccc(C)c(S(=O)(=O)N(C)C2(C)CCS(=O)(=O)C2)c1 (stereo not drawn) the results were PL biosyn Enam inactive.
For COC(=O)c1ccc(CSc2nc(N)c3c4c(sc3n2)CCCC4)o1 the results were PL biosyn Enam inactive.
For NC(=O)c1oc2ccccc2c1N the results were PL biosyn Enam inactive.
For S=C(N/N=C1\CCc2ccccc21)NC1CCCCC1 the results were PL biosyn Enam inactive.
Screening COC(=O)NC1(C(F)(F)F)Oc2cc(Cl)c(Cl)cc2O1 returned PL biosyn Enam inactive.
For O=P1(NCCCCNP2(=O)C=C(c3ccccc3)SC(c3ccccc3)=C2)C=C(c2ccccc2)SC(c2ccccc2)=C1 the results were PL biosyn Enam inactive.
For O=[N+]([O-])c1cc(S(=O)(=O)N2CCCC2)ccc1OCc1cc2c(cc1Br)OCO2 the results were PL biosyn Enam inactive.
C=CCn1c(C)nnc1SCc1nc2sc3c(c2c(=O)[nH]1)CCC3 was read as PL biosyn Enam inactive.
For CN1C(=O)Cc2cc(C(=O)CSc3nnc(C4CC4)o3)ccc21 the results were PL biosyn Enam inactive.
Screening Clc1cccc(C2Oc3ccccc3C3CC(c4ccc5c(c4)OCCO5)=NN32)c1 (stereo not drawn) returned PL biosyn Enam inactive.
For O=C(COC(=O)C12CC3CC(CC(Br)(C3)C1)C2)NC12CC3CC(CC(C3)C1)C2 the results were PL biosyn Enam inactive.
`Cc1nc2nc(=S)[nH]n2c(C)c1CCC(=O)O` gave PL biosyn Enam inactive.
`Cc1csc2nc(CSc3nnc(-c4cccs4)n3C3CC3)cc(=O)n12` gave PL biosyn Enam inactive.
`O=C(Cn1cc([N+](=O)[O-])ccc1=O)N1CCOCC1` gave PL biosyn Enam inactive.
`CCOC(=O)c1c(N)sc2c1CCN(C(C)C)C2` gave PL biosyn Enam inactive.
Screening Nc1ccc(F)cc1S(=O)(=O)Nc1ccc(Br)cc1 returned PL biosyn Enam inactive.
Cn1cc(C(=O)OC2CCOC2=O)c2ccccc21 (stereo not drawn) was read as PL biosyn Enam inactive.
Screening CN(C)c1ccc(N/C=C/C(=O)C(F)(F)F)cc1 returned PL biosyn Enam inactive.
For O=C(NC1CCCCC1)NC1CCCCC1 the results were PL biosyn Enam inactive.
`Cn1c(P(=O)(c2ccccc2)c2ccccc2)ccc1P(=O)(c1ccc(P(=O)(c2ccccc2)c2ccccc2)n1C)c1ccc(P(=O)(c2ccccc2)c2ccccc2)n1C` gave PL biosyn Enam inactive.
CN=c1scc(-c2cccc(Br)c2)n1/N=C/c1ccccc1 was read as PL biosyn Enam inactive.
For O=C(N=C1N=C2C=CC(Cl)=CN2Cc2ccccc21)C12CCC(CC1)C2 the results were PL biosyn Enam inactive.
Screening CN1C/C(=C/c2cccs2)C(=O)/C(=C/c2cccs2)C1 returned PL biosyn Enam inactive.
Screening CN(C(=O)CSc1nc2scc(C3CC3)c2c(=O)n1C1CCCCC1)C1CCS(=O)(=O)C1 (stereo not drawn) returned PL biosyn Enam inactive.
`O=S(=O)(NC1CCCCC1Sc1ncccn1)c1ccccc1` (stereo not drawn) gave PL biosyn Enam inactive.
Cc1cccn2c(=O)c(/C=C3\SC(=S)N(CC(C)C)C3=O)c(N3CCC(C)CC3)nc12 was read as PL biosyn Enam inactive.
CC1CCCCC1NS(=O)(=O)c1ccc(F)c(F)c1 (stereo not drawn) was read as PL biosyn Enam inactive.
Screening Cc1ccc2nc(SCc3ccc(C(C)(C)C)cc3)[nH]c2c1 returned PL biosyn Enam inactive.
CCN1C(=O)N(CC)C2C1N(C(C)=O)C(=O)N2C(C)=O (stereo not drawn) was read as PL biosyn Enam inactive.
CCC(C)NC(=O)CC12CC3CC(C1)CC(CC(=O)NC(C)CC)(C3)C2 (stereo not drawn) was read as PL biosyn Enam inactive.
For Cc1cc(-n2c(C)cc(/C=C/C(=O)N3CCCC3c3cccs3)c2C)no1 (stereo not drawn) the results were PL biosyn Enam inactive.
`C(=N\Nc1nncc2ccccc12)/c1ccco1` gave PL biosyn Enam inactive.
`CCN=c1scc(-c2cc(C)c(C)cc2C)n1/N=C/c1ccc(C)o1` gave PL biosyn Enam inactive.
Screening S=C(NCCN1CCOCC1)N1CCN(Cc2ccc3c(c2)OCO3)CC1 returned PL biosyn Enam inactive.
For O=c1[nH]c2ccccc2n2c(=S)[nH]nc12 the results were PL biosyn Enam inactive.
O=S(=O)(Nc1nc2ccccc2nc1NCc1ccccn1)c1ccc(F)cc1 was read as PL biosyn Enam inactive.
Cc1occc1-c1n[nH]c(=S)n1-c1ccccc1 was read as PL biosyn Enam inactive.
For CCCCn1c(=O)[nH]c(=O)c2c1nc(CSc1nnnn1C1CCCC1)n2CC the results were PL biosyn Enam inactive.
For CC(C1CC2CCC1C2)n1c(SCC(=O)c2ccc(Cl)s2)nnc1-c1cccs1 (stereo not drawn) the results were PL biosyn Enam inactive.
`Cl/C(=C\c1ccc(Cl)cc1)c1ncc(-c2ccc(Cl)cc2)o1` gave PL biosyn Enam inactive.
For Nc1c(C(=O)CSc2nnc(CC3CCS(=O)(=O)C3)o2)c(=O)[nH]c(=O)n1C1CC1 (stereo not drawn) the results were PL biosyn Enam inactive.
`COc1ccc(CSc2nnnn2C2CC2)cc1Br` gave PL biosyn Enam inactive.
FC(F)(F)c1nc(NCc2ccccc2)c2cnn(Cc3ccccc3)c2n1 was read as PL biosyn Enam inactive.
Oc1c(C(Nc2ccccn2)c2cccc(F)c2)ccc2cccnc12 (stereo not drawn) was read as PL biosyn Enam inactive.
O=C(CSc1nnnn1Cc1cccs1)N1CCNC1=O was read as PL biosyn Enam inactive.
Screening CCOC(=O)CC1=Nn2c(nnc2C2CCCCC2)SC1 returned PL biosyn Enam inactive.
OCC[n+]1cccc2ccccc21 was read as PL biosyn Enam inactive.
CC(C)(C)c1csc(NC(=O)C23CC4CC(CC(C4)C2)C3)n1 was read as PL biosyn Enam inactive.
Screening CN(Cc1ccc(C(F)(F)F)cc1)Cc1cc2c(cc1O)OCO2 returned PL biosyn Enam inactive.
For O=C(c1ccc([N+](=O)[O-])o1)N1CCCCCC1 the results were PL biosyn Enam inactive.
For O=S1(=O)N=C2CCCCCN2C(c2ccc(Cl)cc2)N1 (stereo not drawn) the results were PL biosyn Enam inactive.
O=C(O)CN1C(=O)S/C(=C\c2cccs2)C1=O was read as PL biosyn Enam inactive.

Retrieved one by one from above:
For O=C(c1ccc([N+](=O)[O-])o1)N1CCCCCC1 the results were PL biosyn Enam inactive.
Screening CN(Cc1ccc(C(F)(F)F)cc1)Cc1cc2c(cc1O)OCO2 returned PL biosyn Enam inactive.
Oc1c(C(Nc2ccccn2)c2cccc(F)c2)ccc2cccnc12 (stereo not drawn) was read as PL biosyn Enam inactive.
`COc1ccc(CSc2nnnn2C2CC2)cc1Br` gave PL biosyn Enam inactive.
Screening CCOC(=O)CC1=Nn2c(nnc2C2CCCCC2)SC1 returned PL biosyn Enam inactive.
CC(C)(C)c1csc(NC(=O)C23CC4CC(CC(C4)C2)C3)n1 was read as PL biosyn Enam inactive.
For O=S1(=O)N=C2CCCCCN2C(c2ccc(Cl)cc2)N1 (stereo not drawn) the results were PL biosyn Enam inactive.

Returning to the listing with the 3 entries that preceded the break.
For O=C(c1ccc([N+](=O)[O-])o1)N1CCCCCC1 the results were PL biosyn Enam inactive.
For O=S1(=O)N=C2CCCCCN2C(c2ccc(Cl)cc2)N1 (stereo not drawn) the results were PL biosyn Enam inactive.
O=C(O)CN1C(=O)S/C(=C\c2cccs2)C1=O was read as PL biosyn Enam inactive.
`CCC1CCCCN1P1(=S)/C(=C2\N(C)c3ccccc3C2(C)C)C=NN1c1ccccc1` (stereo not drawn) gave PL biosyn Enam inactive.
O=C(C[P+](c1ccccc1)(c1ccccc1)c1ccccc1)C12CC3CC(CC(C3)C1)C2 was read as PL biosyn Enam inactive.
`CC(C)(C)c1ccc(-c2n(-c3ccccn3)c3ccccc3[n+]2-c2ccccn2)cc1` gave PL biosyn Enam inactive.
`c1ccc2[nH]c(C3CCCCC3)nc2c1` gave PL biosyn Enam inactive.
O=C(O)c1sc2cc(Cl)cc(Cl)c2c1Cl was read as PL biosyn Enam inactive.
For c1ccc(-c2nnc(Sc3nc4ccccc4s3)c3ccccc23)cc1 the results were PL biosyn Enam inactive.
O=[N+]([O-])c1ccc(/C=C/C2=NN(c3ccccc3)C(c3ccco3)C2)o1 (stereo not drawn) was read as PL biosyn Enam inactive.
`Fc1ccccc1NC1=NCCC1` gave PL biosyn Enam inactive.
For NC(=O)N/N=C/c1ccc(C2C=CCC2)s1 (stereo not drawn) the results were PL biosyn Enam inactive.
`c1ccc(C2C3=C(CCCC3)Nc3ncnn32)cc1` (stereo not drawn) gave PL biosyn Enam inactive.
Screening CCC(C)C(NC(N)=O)C(=O)NNC(=O)c1cc(C)oc1C (stereo not drawn) returned PL biosyn Enam inactive.
Screening Cc1nc(SC(C)C(=O)Nc2ccnn2C(C)C)c2ccccc2n1 (stereo not drawn) returned PL biosyn Enam inactive.
S=C(NCc1ccccc1)NNC(=S)NC1CC2CCC1C2 (stereo not drawn) was read as PL biosyn Enam inactive.
CN(C(=S)Nc1ccc(SC(F)F)cc1)c1ccc(O)cc1 was read as PL biosyn Enam inactive.
Fc1cccc(Cl)c1CSc1nnc2ccccn12 was read as PL biosyn Enam inactive.
Clc1ccc(OCCSc2nnc3c(Cl)cc(Cl)cn23)cc1 was read as PL biosyn Enam inactive.
`Cc1nc2ccccc2n1CC1CC1(Cl)Cl` (stereo not drawn) gave PL biosyn Enam inactive.
Fc1ccc(-c2cn3cc(Cl)cc(Cl)c3n2)cc1 was read as PL biosyn Enam inactive.
`O=C1NC2(CCc3ccccc32)C(=O)N1Cc1cc2c(cc1Br)OCO2` (stereo not drawn) gave PL biosyn Enam inactive.
O=C(Nc1nn2cnnc2s1)C1CCN(S(=O)(=O)c2ccc(Br)s2)CC1 was read as PL biosyn Enam inactive.
For CC(NS(=O)(=O)c1ccc(F)cc1F)C1CC2CCC1C2 (stereo not drawn) the results were PL biosyn Enam inactive.
`Clc1ccc(-c2cnc(CSc3nnnn3C3CCCC3)o2)cc1` gave PL biosyn Enam inactive.
Nc1cc(N)nc(SCc2nnc(-c3cccs3)o2)n1 was read as PL biosyn Enam inactive.
`Cc1sc2nc(C(C)N3CCC(C)CC3)[nH]c(=O)c2c1C` (stereo not drawn) gave PL biosyn Enam inactive.
Screening O=S(=O)(NCc1ccccn1)C1=Cc2ccccc2CC1 returned PL biosyn Enam inactive.
c1ccc2[nH]c(C3CCCN3)nc2c1 (stereo not drawn) was read as PL biosyn Enam inactive.
Screening CC(Sc1nnc(Cc2cccs2)n1C1CCCCC1)c1nnc(-c2cccs2)o1 (stereo not drawn) returned PL biosyn Enam inactive.
Cc1ccc(S(=O)(=O)OCC2OC(c3ccccc3)OC2COS(=O)(=O)c2ccc(C)cc2)cc1 (stereo not drawn) was read as PL biosyn Enam inactive.
`O=C(NNC(=O)C1CC1)C1CCCCC1` gave PL biosyn Enam inactive.
`Cn1c2c(c(=O)n(C)c1=O)C(c1cccs1)C1=C(COC1=O)N2` (stereo not drawn) gave PL biosyn Enam inactive.
`C=CCN=c1scc(-c2cc3ccccc3o2)n1/N=C/c1ccccc1Br` gave PL biosyn Enam inactive.
O=S(=O)(Nc1cccc(S(=O)(=O)N2CCCC2)c1)c1ccccc1F was read as PL biosyn Enam inactive.
